Exocytosis inh: lytic granule exocytosis inhibition; TALL-104 LAMP-1 surface exposure, flow cytometry; cells stimulated with thapsigargin and PMA; inhibition, % at 10 µM; 360,000 tested, 0.66% active;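 active = inhibition above about 55%, limit read from the data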
aDG glyco up: increases alpha dystroglycan glycosylation | Pro5-aDG cells, alpha-DG glycosylation AlphaScreen (IIH6); 0% Pro5, 100% B10-LARGE cell signal | activation, % at 10 µM | 360,000 tested, 0.22% active | AID 624168;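 active = activation of at least 8% versus controls, or a plate z-score of at least 8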;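 also: Pro5 are CHO cells carrying HIG-tagged alpha-DG that lacks glycosylation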
N-glyco inh: N-linked glycosylation inhibition; 360,000 tested, 0.23% active; reporter increase, % at 12.5 µM; D54 ERlucT glycosylation luciferase reporter, 24 h; percent of 100 nM tunicamycin response; AID 588692;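 active = mean luciferase reporter signal, scaled so untreated is 0 and the glycosylation-blocking control 100, at or above a set limit in every replicate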;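 also: luciferase carries N-glycosylation sites so blocking glycosylation raises the light; 0% = median of neutral control wells and 100% = median of 100 nM tunicamycin wells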
m5-HT2A agonist: agonists of mouse serotonin 5-HT2A receptor (HTR2A) | AID 624169 | activation, % at 7.6 µM | 360,000 tested, 0.66% active | P35363 | CHO-K1 mHTR2A beta-arrestin complementation, luminescence; percent of 30 µM serotonin response;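 active = activation above a run cutoff, the mean activation of all tested compounds plus 3 SD, cut at about 14% in these data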;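 also: 0% = plate median of compound wells and 100% = 30 µM serotonin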
Target sequence (P35363 whole entry, looked up): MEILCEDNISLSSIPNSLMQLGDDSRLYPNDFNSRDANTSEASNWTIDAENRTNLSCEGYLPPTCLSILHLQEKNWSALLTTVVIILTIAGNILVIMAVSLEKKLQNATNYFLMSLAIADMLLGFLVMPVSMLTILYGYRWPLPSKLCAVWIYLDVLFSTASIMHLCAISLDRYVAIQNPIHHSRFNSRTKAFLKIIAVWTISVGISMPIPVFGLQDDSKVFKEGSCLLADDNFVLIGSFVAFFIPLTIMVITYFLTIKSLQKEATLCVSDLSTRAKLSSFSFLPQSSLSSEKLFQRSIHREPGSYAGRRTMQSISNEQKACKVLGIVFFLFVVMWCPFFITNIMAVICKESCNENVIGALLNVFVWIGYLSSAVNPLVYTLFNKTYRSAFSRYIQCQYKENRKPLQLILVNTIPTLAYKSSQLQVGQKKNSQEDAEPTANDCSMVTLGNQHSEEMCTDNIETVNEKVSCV
Vif imaging: inhibitors of HIV Vif; HEK293T cells, Vif self-association by quenched fluorescence, imaging, 24 h; inhibition, % at 7.49 µM; 340,000 tested, 0.35% active; AID 602346; in the data active = inhibition above about 50%, passing the limit was not always enough; also: some results filed as inactive read as strong as hits
CaV13 ICDI inh: Primary screen for inhibitors of IQ motif and Ca2+-dependent inactivation inhibitor domain binding in CACNA1D, Förster resonance energy transfer in living cells, … | HEK cells, CFP/YFP FRET ICDI-IQ, plate reader, 10 min; percent FRET-ratio fall versus neutral wells | inhibition, % at 12.3 µM | 340,000 tested, 0.098% active | AID 743397;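 active = mean replicate inhibition of at least 30% and at least 1% of replicates passing that level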;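 also: 0% = median of the neutral control wells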
Cardio protect: modulators protecting cardiomyocytes from myocardial damage. H9c2 cardiomyocytes, H2O2 injury protection, ATPLite, 2 h. protection from H2O2 cell death, % at 20 µM. 360,000 tested, 0.63% active. AID 588492;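 active = compounds giving at least 50% protection of heart cells from peroxide-induced death in the single-dose screen, raw or plate-pattern-corrected value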;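 also: 0% = DMSO wells with peroxide and 100% = DMSO wells without peroxide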
ABCB6 inh MLPCN: blocks the human ABCB6 transporter; Q9NP58; K562-ABCB6 porphyrin accumulation, flow cytometry, 1 h; hits give low values; fluorescence ratio to DMSO, % at 10 µM; 360,000 tested, 0.19% active; AID 602162;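 active = fluorescence ratio to DMSO below 75%, the collection mean minus 3 SD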;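 also: signal is porphyrin accumulated inside mitochondria; 100% equals median channel fluorescence of DMSO control wells; lower ratio means ABCB6 inhibition with less porphyrin fluorescence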
hiPSC survival: hiPSC single-cell survival enhancement. 360,000 tested, 0.044% active. ATPlite luminescence; 100% = ROCK inhibitor wells, 0% = DMSO. survival enhancement, % at 20 µM. AID 602274; in the data active = survival enhancement above about 18%;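 also: cells exposed to compounds for 16 hours before the ATP read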
PDI inh: blocks human protein disulfide isomerase activity | 350,000 tested, 0.052% active | inhibition, % at 10 µM | PDI insulin aggregation turbidity, A650, 90 min;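 active = mean inhibition across replicates of 30% or more, whatever share of single replicates reach that level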;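 also: absorbance from insulin aggregation driven by PDI reduction with DTT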
Target sequence (P07237 whole entry, looked up): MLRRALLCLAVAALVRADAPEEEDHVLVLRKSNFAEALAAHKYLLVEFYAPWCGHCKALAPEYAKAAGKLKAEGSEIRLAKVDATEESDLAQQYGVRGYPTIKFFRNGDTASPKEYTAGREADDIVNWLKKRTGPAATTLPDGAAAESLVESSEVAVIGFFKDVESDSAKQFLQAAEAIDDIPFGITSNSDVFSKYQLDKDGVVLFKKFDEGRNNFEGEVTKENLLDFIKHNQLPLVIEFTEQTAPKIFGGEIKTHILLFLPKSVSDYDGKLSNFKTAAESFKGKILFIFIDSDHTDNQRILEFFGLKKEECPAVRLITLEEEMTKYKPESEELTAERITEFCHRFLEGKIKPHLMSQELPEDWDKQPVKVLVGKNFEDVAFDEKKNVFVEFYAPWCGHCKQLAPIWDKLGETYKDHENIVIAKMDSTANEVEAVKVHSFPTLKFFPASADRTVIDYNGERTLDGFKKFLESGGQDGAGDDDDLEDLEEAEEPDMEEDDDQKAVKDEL
Numbers without * were called inactive; nt = not tested or not shown; & = joins results of further samples. Hits appear at their usual frequency (roughly 3.1% active in at least one column).

SMILES,Exocytosis inh,aDG glyco up,N-glyco inh,m5-HT2A agonist,Vif imaging,CaV13 ICDI inh,Cardio protect,ABCB6 inh MLPCN,hiPSC survival,PDI inh
COc1ccc(C#Cc2ccc3c(c2)O[C@H](CN(C)C(C)=O)[C@H](C)CN([C@@H](C)CO)S3(=O)=O)cc1,-2,-0.3,-4,0,nt,-9,1,102,-1.0,-4
O=C(COC(=O)/C=C/c1cccc(Cl)c1)NCCC1=CCCCC1,-5,-0.3,0,2,nt,-5,-6,96,0.9,-2
Cc1ccccc1CNC(=O)c1ccc2sc([C@H]3C[C@H](O)[C@@H](CO)O3)nc2c1,5,-0.1,0,-2,-3,-5,-5,93,0.0,-9
COc1ccccc1CCNC(=O)c1ccoc1C,-4,-0.1,1,-2,0,-9,6,103,-1.3,0
CC1=C(OC(=O)c2ccccc2)C(C)(C)C(c2ccc(Br)cc2)OC1=O (configuration not stated),-3,0.0,1,-2,8,nt,-25,99,-0.9,-4
O=C(Nc1ccccc1Cl)c1sccc1-c1ccccc1,81*,-0.1,0,4,5,-2,-2,95,0.7,5
COc1ccc(NC(=O)CCNC(=O)c2ccccc2Cl)cc1OC,-2,0.0,1,7,2,-19,2,97,-0.5,2
CC(C)c1ccc(SCc2noc(C(=O)NCC3CCCO3)c2C(=O)O)cc1 (configuration not stated),0,-0.2,4,1,-3,-9,-3,88,7.3,7
COc1ccc(C(CNC(=O)c2cccc(NS(=O)(=O)c3ccccc3)c2)N2CCCC2)cc1 (configuration not stated),7,0.4,-4,-9,-1,-6,-2,99,0.7,2
COc1ccc(NC(=O)c2ccco2)cc1NC(=O)c1ccc(Br)o1,5,-0.1,-6,-3,0,-9,0,96,1.1,4
COc1cc(C(O)c2nc3ccccc3s2)cc(OC)c1OC (configuration not stated),-4,1.0,3,7,-11,-4,-16,99,-0.6,3
Cc1ccc(C(=O)Nc2ccsc2C(=O)O)cc1,3,-0.2,-5,-2,5,-4,-15,99,-0.4,10
COc1ccc(NC(=O)c2cc(-c3cc(C)cs3)[nH]n2)cc1OC,-14,-0.3,0,2,12,-11,3,97,-0.5,1
C(=N\NC(=Nc1ccccc1)c1ccccn1)/c1ccccn1,-4,0.0,1,-1,-11,-3,5,97,-0.1,-3
N#Cc1ccccc1S(=O)(=O)N1CCN(C(=O)CN(Cc2ccco2)Cc2cccs2)CC1,-2,-0.1,-3,-4,3,-5,10,95,-0.4,1
Cc1c(C(=O)NC(C(C)C)C(C)C)cccc1[N+](=O)[O-],-3,-0.2,0,2,6,-5,3,94,1.2,0
O=C(Nc1cccc(F)c1)N(Cc1ccc(Cl)cc1)CC(O)C(F)(F)F (configuration not stated),-3,2.5,-1,5,3,-1,-37,97,-0.8,17
CN=C1CC(C)(C)CC(=O)/C1=C(/O)CCCN1C(=O)c2ccccc2C1=O,-1,0.0,3,2,3,-1,6,97,-0.4,-6
CCC1(CC)NC(=O)N(CC(=O)N2N=C(c3ccc(Cl)cc3)CC2c2ccco2)C1=O (configuration not stated),-4,0.8,4,2,-2,-6,-5,98,1.1,-7
CCOc1ccc2c(c1)c1nnc(SCC(=O)N3CCCCC3C)nc1n2C (configuration not stated),-4,-0.3,2,3,-2,-3,18,99,-1.8,5
O=S(=O)(c1ccc(NCC2CCCCC2)nc1)N1CCOCC1,-2,0.0,2,-4,-5,-4,-1,106,3.8,4
COC(=O)C(Cc1ccc(O)cc1)NC(=O)c1ccc2c(c1)OCCO2 (configuration not stated),-14,0.0,1,8,2,-5,0,100,-0.7,6
Cc1ncc(CN2CCCC(CCC(=O)NCc3ccc(F)c(F)c3)C2)s1 (configuration not stated),-3,-0.1,-1,-5,7,-4,8,113,0.3,-13
NCC(O)CN(c1ccccc1)c1ccccc1 (configuration not stated),1,0.0,0,0,9,-4,2,97,0.1,3
c1cc(-c2cc3cc(N4CCOCC4)ccc3o2)cs1,0,0.3,-18,-3,2,-6,-27,103,-4.5,8
O=S(=O)(Cc1ccccc1)NC1c2ccccc2Oc2ccccc21,-19,-0.1,-9,4,3,-6,7,102,5.0,0
c1ccc2c(c1)nc(Nc1ccc(N3CCCCC3)cc1)c1nncn12,-3,-0.3,-4,2,2,-6,5,102,0.2,-1
O=C1CSc2ccc(C(=O)NCCc3ccc(Cl)cc3Cl)cc2N1,-2,0.4,-1,4,-3,-5,-7,89,0.2,-7
O=C(O)C(Cc1ccccc1)N1C(=O)/C(=C/c2cccnc2)SC1=S (configuration not stated),-2,-0.1,1,4,-10,4,-2,99,0.2,-3
Cc1ccccc1OCCn1cc(C(=O)O)c2ccccc21,0,0.0,-1,0,-5,-2,0,96,0.6,-1
COc1cc(/C=C2/SC(N)=NC2=O)ccc1Oc1ccc([N+](=O)[O-])cc1[N+](=O)[O-],-1,3.2,-1,-3,-3,-3,-7,96,-3.8,4
Cc1ccc(NC(=O)COC(=O)[C@H](C)NC(=O)c2ccccc2)cc1S(=O)(=O)N1CCOCC1,0,-0.2,0,0,-3,3,-2,97,-0.6,-4
O=C(NC(=S)Nc1ccc(O)cc1)C1CCCC1,-2,-0.1,1,-3,-1,-4,3,97,1.0,3
Cc1ccc(C)c(S(=O)(=O)N2CCN(C(=O)c3ccc(C)s3)CC2)c1,-14,-0.2,-1,-3,nt,-6,0,100,1.2,5
CC1=CC(Cc2ccccc2)N(C)C(C(N)=O)C1 (configuration not stated),3,0.2,1,3,2,nt,2,94,-0.2,nt
C#CCn1ccc(O)c(Cc2c(F)cccc2Cl)c1=O,-1,0.0,0,-1,1,-2,12,106,2.8,-2
Cc1ccc(C)c(NC(=O)COC(=O)CCc2ccc(S(=O)(=O)N3CCOCC3)cc2)c1,8,-0.1,1,7,-14,-3,0,95,-0.5,1
COc1ccc(NC(=O)Cc2nnc(SCC(=O)NC3CCCCC3)n2C)cc1,-7,-0.1,2,-6,5,-4,0,104,0.1,6
Cc1ccc(N(CC(=O)N2CCN(c3ccc(F)cc3)CC2)S(=O)(=O)c2c(C)noc2C)cc1,13,0.1,-1,-3,-6,-3,2,99,-0.5,1
N[C@H]1C(O)O[C@H](CO)[C@@H](O)[C@@H]1O (some centres not stated),-4,-0.2,0,2,0,-5,10,97,-1.9,6
O=C(c1cccc(S(=O)(=O)N2CCOCC2)c1)N1CCN(c2ccc(F)cc2)CC1,-1,0.1,0,3,2,-6,-3,90,0.5,-2
CCCn1nnnc1SCC(=O)N1CCCc2ccccc21,-1,1.0,-6,-4,-7,-4,0,98,3.4,4
CC(=O)/C=C(/C)NC(Cc1c[nH]c2ccccc12)C(=O)O (configuration not stated),2&-1,0.0&0.0,1&-9,3&-5,-4&0,-8&-2,0&8,91&107,7.1&-1.3,-1&7
CCc1cccc(NC(=S)N(CCCOC(C)C)C2CCN(C(C)=O)CC2)c1,-7,0.2,3,-2,11,-21,-3,101,0.7,4
O=C(Nc1cccc2c1CCCC2)C1CCN(c2nnnn2-c2ccccc2)CC1,2,1.2,-4,-2,-21,-4,3,95,-1.2,-4
Cc1cc(=O)[nH]c(SCC(=O)Nc2ccc(Br)cc2)c1C#N,0,0.5,0,7,-8,-4,-29,99,-1.0,6
COc1cc(OC)nc(NC2OC(=O)c3ccccc32)n1 (configuration not stated),-1,-0.2,2,2,7,-4,5,89,3.1,-1
Cc1ccc(C2=NN(C(=O)CCC(=O)O)C(c3cn(-c4ccccc4)nc3-c3ccc(C)cc3)C2)cc1 (configuration not stated),0,-0.6,-4,5,2,-7,-8,102,1.3,-15

Structures shown so far that contain a COOH group (6):
SMILES,Exocytosis inh,aDG glyco up,N-glyco inh,m5-HT2A agonist,Vif imaging,CaV13 ICDI inh,Cardio protect,ABCB6 inh MLPCN,hiPSC survival,PDI inh
CC(C)c1ccc(SCc2noc(C(=O)NCC3CCCO3)c2C(=O)O)cc1 (configuration not stated),0,-0.2,4,1,-3,-9,-3,88,7.3,7
Cc1ccc(C(=O)Nc2ccsc2C(=O)O)cc1,3,-0.2,-5,-2,5,-4,-15,99,-0.4,10
O=C(O)C(Cc1ccccc1)N1C(=O)/C(=C/c2cccnc2)SC1=S (configuration not stated),-2,-0.1,1,4,-10,4,-2,99,0.2,-3
Cc1ccccc1OCCn1cc(C(=O)O)c2ccccc21,0,0.0,-1,0,-5,-2,0,96,0.6,-1
CC(=O)/C=C(/C)NC(Cc1c[nH]c2ccccc12)C(=O)O (configuration not stated),2&-1,0.0&0.0,1&-9,3&-5,-4&0,-8&-2,0&8,91&107,7.1&-1.3,-1&7
Cc1ccc(C2=NN(C(=O)CCC(=O)O)C(c3cn(-c4ccccc4)nc3-c3ccc(C)cc3)C2)cc1 (configuration not stated),0,-0.6,-4,5,2,-7,-8,102,1.3,-15

Going on with the list:
SMILES,Exocytosis inh,aDG glyco up,N-glyco inh,m5-HT2A agonist,Vif imaging,CaV13 ICDI inh,Cardio protect,ABCB6 inh MLPCN,hiPSC survival,PDI inh
O=C(O)CCCNC1=NCCC1,0,-0.2,1,4,nt,nt,25,108,-2.8,11
O=C(COc1ccc([N+](=O)[O-])cc1Cl)N1CCOCC1,-9,0.1,0,-3,8,-13,3,99,-0.2,0
CCCCOc1ccc(N(CC(=O)NCC2CCCO2)C(=O)CCC(=O)Nc2nccs2)cc1 (configuration not stated),-2,0.3,1,0,-8,3,0,99,-2.0,-3
COC(=O)c1[nH]c2ccc(Br)cc2c1NC(=O)CN1CCCc2ccccc21,1,0.7,0,4,-19,-5,9,95,-1.5,-4
CCOC(=O)C1(Cc2ccccc2)CCCCCC1=O (configuration not stated),1,0.2,1,-8,-1,-5,2,94,-1.2,-5
COc1ccc(CCN(C)C(=O)c2ccc3c(=O)n4c(nc3c2)CCCCC4)cc1OC,-1,0.0,2,0,1,-4,5,98,-0.3,12
